Screening data as filed in PubChem.
RGS4 inh = inhibitors of human regulator of G protein signaling 4; Potency, µM (highest dose often 114 µM), without a hit: at the highest dose activity change, negative = inhibition, hits mostly inhibitors; Transcreener GDP fluorescence polarization, RGS4-accelerated GTP hydrolysis; P49798; 0.039% of 390,000 active; further: nearly all actives have a fitted effect of over 75% in size; some results filed as inactive show a strong effect at the top dose
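MLSMR compounds (23 nl, pin-transferred) preincubated 10 min at room temperature with a 500nM (2x) first reagent, then RGS4 at 900nM (2x) plus Transcreener GDP mix added; fluorescence polarization (620/688 nm) read before and after 90 min at 30 °C.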
RXFP1 agonist = agonists of human relaxin receptor RXFP1; Q9HBX9; HEK293T-RXFP1 cAMP TR-FRET, 30 min; response scale: percent of porcine relaxin response, buffer zero; Potency, µM (titrated, usually from 57.5 µM), inactives show at the top dose activation, hits mostly activators; 0.3% of 370,000 active; AID 2676; further: nearly all actives have a fitted effect of over 60% in size; many of its hits are not listed in these tables
Target sequence (Q9HBX9 whole entry, looked up): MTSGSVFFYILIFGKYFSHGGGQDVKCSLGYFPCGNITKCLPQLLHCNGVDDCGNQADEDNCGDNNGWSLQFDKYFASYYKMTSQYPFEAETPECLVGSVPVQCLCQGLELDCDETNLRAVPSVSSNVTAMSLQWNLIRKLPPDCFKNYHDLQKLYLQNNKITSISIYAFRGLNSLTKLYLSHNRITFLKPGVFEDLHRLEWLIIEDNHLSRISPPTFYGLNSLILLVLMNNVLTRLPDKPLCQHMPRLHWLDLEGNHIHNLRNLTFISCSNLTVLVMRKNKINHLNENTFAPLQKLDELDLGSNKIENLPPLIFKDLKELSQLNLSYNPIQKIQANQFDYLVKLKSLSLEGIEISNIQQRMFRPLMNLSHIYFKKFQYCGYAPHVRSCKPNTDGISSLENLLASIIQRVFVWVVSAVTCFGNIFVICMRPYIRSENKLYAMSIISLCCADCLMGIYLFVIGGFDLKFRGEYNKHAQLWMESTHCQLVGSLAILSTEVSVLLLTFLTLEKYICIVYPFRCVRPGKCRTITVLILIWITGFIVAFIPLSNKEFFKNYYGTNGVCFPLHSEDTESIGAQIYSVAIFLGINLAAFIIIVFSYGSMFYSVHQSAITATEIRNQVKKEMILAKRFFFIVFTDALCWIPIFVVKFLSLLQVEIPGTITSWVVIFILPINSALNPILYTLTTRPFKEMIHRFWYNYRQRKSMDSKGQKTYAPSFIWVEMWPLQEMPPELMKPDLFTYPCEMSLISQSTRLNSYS
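Agonist response is measured as cAMP accumulation in an RXFP1-transfected HEK293T line under PDE4 inhibition. Values are scaled between buffer-only and 29 nM porcine relaxin, and EC50s come from standard Hill equation fits.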
TrxR1 inh = blocks rat thioredoxin reductase 1; 1% of 390,000 active; recombinant rTrxR1, NADPH fluorescence consumption, selenite substrate; O89049; AID 588453; Potency, µM (titrated, usually from 114 µM), for inactives: top-dose activity change, negative = inhibition, usual class: inhibitors; further: nearly all actives have a fitted effect of over 65% in size
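Rat TrxR1 (90 nM in the dispensed reagent) was pre-reduced with 400 uM NADPH for 5 min at room temperature, then incubated with compound for 15 min. After 400 uM selenite was added, NADPH fluorescence (Ex 340/Em 450 nm) was followed for 8 min.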
* hit, by the source's call; i = inactive; ? = inconclusive; . = not tested or not shown; [ ] = remark or other dose. The call rests on the fitted dose curve; in most records, active means well fitted curve in the direction sought with a large enough effect; inconclusive means small, poorly fitted or top-dose-only effect, or another doubt; inactive means no such curve, though single readings can be large; an effect the other way counts as inactive or inconclusive. On the % scale 0 is the no-effect control and ±100 the full control effect; potency means the concentration at half of the fitted maximal effect.

A first look, 7 compounds:
SMILES	RGS4 inh	RXFP1 agonist	TrxR1 inh
COc1cccc(C2/C(=C(\O)c3c(C)nc4c(C)cccn34)C(=O)C(=O)N2CCCN(C)C)c1OC (stereo unspecified)	.	1.1%	.
CCC1=C/C(=C\c2ccc3c(c2)OCO3)C(=O)S1	.	1.9%	.
Cc1[nH]c(=O)[nH]c1CN1CCCCC1	.	-1.1%	.
O=C(CN1C(=O)NC2NC(=O)NC21)N/N=C/c1ccccc1F (stereo unspecified)	.	0.3%	.
O=[N+]([O-])c1cc(C=Nc2cccc3c(O)cccc23)ccc1Cl	.	1.7%	.
COC(=O)c1cc(N2C(=O)C3C(C2=O)C2(C)C=CC3(C)O2)ccc1Cl (stereo unspecified)	.	4.6%	.
COc1ccc(C(C)N2CC34C=CC(O3)C(C(=O)OCC(C)C)C4C2=O)cc1 (stereo unspecified)	.	0.6%	.

The list itself (from the top)
SMILES	RGS4 inh	RXFP1 agonist	TrxR1 inh
COc1cccc(C2/C(=C(\O)c3c(C)nc4c(C)cccn34)C(=O)C(=O)N2CCCN(C)C)c1OC (stereo unspecified)	.	1.1%	.
CCC1=C/C(=C\c2ccc3c(c2)OCO3)C(=O)S1	.	1.9%	.
Cc1[nH]c(=O)[nH]c1CN1CCCCC1	.	-1.1%	.
O=C(CN1C(=O)NC2NC(=O)NC21)N/N=C/c1ccccc1F (stereo unspecified)	.	0.3%	.
O=[N+]([O-])c1cc(C=Nc2cccc3c(O)cccc23)ccc1Cl	.	1.7%	.
COC(=O)c1cc(N2C(=O)C3C(C2=O)C2(C)C=CC3(C)O2)ccc1Cl (stereo unspecified)	.	4.6%	.
COc1ccc(C(C)N2CC34C=CC(O3)C(C(=O)OCC(C)C)C4C2=O)cc1 (stereo unspecified)	.	0.6%	.
CCOC(=O)c1[nH]c2ccc(OC)cc2c1NC(=O)C(C)N1CCC2(CC1)OCCO2 (stereo unspecified)	.	1.4%	.
N#CC(C#N)=Cc1ccccc1OCc1ccccc1	.	-3.3%	.
O=C1Nc2ccc(Br)cc2/C1=C/c1ccc(C(=O)O)cc1	.	0.0%	.
CCc1nc(SCC#N)c(C#N)cc1C	.	6.7%	.
COc1ccc(C2CC(=O)C(C(c3ccc(O)cc3)C3C(=O)CC(c4ccc(OC)cc4)CC3=O)C(=O)C2)cc1 (stereo unspecified)	.	1.2%	.
COc1ccc(C(=O)Nc2ccc3nc4n(c(=O)c3c2)CCCC4)cc1[N+](=O)[O-]	.	0.0%	.
CC(=O)c1ccccc1NC(=O)CSc1nnc2ccccn12	.	-1.1%	.
Cc1cc(C2=CC(C)(c3cc(C)oc3C)Nc3nc(C(F)(F)F)nn32)c(C)o1 (stereo unspecified)	.	0.0%	.
OC(CN1CCNCC1)Cn1ccc2ccccc21 (stereo unspecified)	.	2.1%	.
CCSc1nnc(NC(=O)/C=C/c2ccc3c(c2)OCO3)s1	.	3.8%	.
Fc1cccc(CNc2ncnc3ccc(-c4ccccc4Cl)cc23)c1	.	-0.1%	.
CCOCC(=O)Nc1cc(Cl)c(OC)cc1OC	.	-1.9%	.
C1CCN(c2nc(N3CCCC3)nc(N3CCNCC3)n2)C1	.	0.5%	.
Cc1c2c(nc3nc4ccccc4n13)CCCC2=O	.	-0.1%	.
Cn1c(=O)c2c3c(sc2n2c(SCc4ccc5c(c4)OCO5)nnc12)COC(C)(C)C3	.	0.1%	.
Cn1c(C(C#N)C2=C(Cl)C(=O)N(c3ccccc3)C2=O)nc2ccccc21 (stereo unspecified)	.	-0.2%	.
CSCCC(NC(=O)c1ccccc1)c1nc(-c2ccccc2)no1 (stereo unspecified)	.	-0.1%	.
O=C(O)C1C2C=CC(O2)C1C(=O)NCCCn1ccnc1 (stereo unspecified)	.	1.1%	.
(listing goes on)
SMILES	RGS4 inh	RXFP1 agonist	TrxR1 inh
N#CC1(C#N)C2=C(CCCC2)NC(c2ccccc2)C1(C#N)C#N (stereo unspecified)	.	0.3%	.
Cc1cccn2c(=O)c(C=Nc3c(C)n(C)n(-c4ccccc4)c3=O)c(N3CCCC3)nc12	.	3.9%	.
Cc1ccc2c(c1)C1C=CCC1C(C(=O)O)N2 (stereo unspecified)	.	2.8%	.
Cn1c(SCC(=O)NCc2ccccc2)nc2c([nH]c3ccccc32)c1=O	.	-0.7%	.
Cc1ccc(C2=[N+]([O-])C3(CCCCC/C3=N\NC(N)=S)N(O)C2(C)C)o1 (stereo unspecified)	.	2.0%	.
Brc1ccc(-c2nnc3ccc(Nc4ccccc4)nn23)cc1	.	2.0%	.
CCOC(=O)c1cc(-c2ccc(Cl)cc2)nc2onc(C)c12	.	1.1%	.
CCOC(=O)c1[nH]c(C)c(C(=O)O)c1C	.	-0.7%	.
c1ccc(C2CCC(N3CCC(N4CCCCC4)CC3)CC2)cc1 (stereo unspecified)	.	1.9%	.
N#Cc1c(-c2ccccc2)cc(-c2ccco2)c(C#N)c1N	.	3.2%	.
Cc1ccc(S(=O)(=O)C(C#N)c2nc3ccccc3nc2N2CCCCC2)cc1 (stereo unspecified)	.	2.2%	.
CCn1c(SCC(=O)Nc2nc3c(s2)CCCC3)nc2c1c(=O)n(C)c(=O)n2C	.	2.8%	.
Cc1ccc2nc(NC3=NCN(C4CCCCC4)CN3)nc(C)c2c1	.	1.0%	.
Cc1nc2ccccc2c2c1C(=O)NC2=O	.	7.2%	.
O=C(O)CCc1cc(I)c(Oc2ccc(O)c(I)c2)c(I)c1	.	0.0%	.
CCOc1ccccc1-c1nc2c(C(C)(C)C)nn(C)c2c(=O)[nH]1	.	5.5%	.
C=CC[C@@H]1C=C[C@H](O/N=C/c2ccc(C(=O)N3[C@H](c4ccc(C)cc4)[C@@H](C)CC[C@H]3C(=O)OC)cc2)[C@@H](CO)O1	.	-0.1%	.
O=C(c1ccncc1)N1C2C=CC(C2)C1(C(F)(F)F)C(F)(F)F (stereo unspecified)	.	-2.5%	.
N#C[C@H]1[C@H](c2ccccc2)[C@](C#N)(C(=O)c2ccccc2)[C@@H]2C=Cc3ccccc3N21	.	-0.3%	.
O=C(COC(=O)c1cc(-c2ccncc2)nc2ccccc12)Nc1ccc2c(c1)OCO2	.	8.7%	.
CCC(=S)/C=C1\Sc2ccc3ccccc3c2N1CCCS(=O)(=O)O	.	-0.2%	.
COc1cc(C)c(CNc2ccc(OC)c(OC)c2)cc1C	.	0.4%	.
CC(=O)[C@@H]1[C@@H]2C(=O)N(C3CCCCC3)C(=O)[C@@H]2C2c3ccccc3C=CN21 (stereo partly specified)	.	0.7%	.
CC[C@@H]1/C=C(\C)C[C@H](C)C[C@H](OC)[C@H]2O[C@@](O)(C(=O)C(=O)N3CCCC[C@H]3C(=O)O[C@H](/C(C)=C/[C@@H]3CC[C@@H](O)[C@H](OC)C3)[C@H](C)[C@@H](O)CC1=O)[C@H](C)C[C@@H]2OC	?	.	.
COc1cccc2oc(-c3ccccc3)cc(=O)c12	i	.	.
(further entries)
SMILES	RGS4 inh	RXFP1 agonist	TrxR1 inh
COc1cc(OC)c2c(c1)OC(c1ccccc1)CC2=O (stereo unspecified)	5.3µM*	.	.
CC1CCC2[C@](C)(CO)C(O)CC[C@]2(C)C12CCC(CO)(CCO)O2 (stereo partly specified)	-51%[56.9 µM]	.	.
C[C@@H]1O[C@@H](OC[C@H]2O[C@@H](Oc3c(-c4cccc(O)c4O)oc4cc(O)cc(O)c4c3=O)[C@H](O)[C@@H](O)[C@@H]2O)[C@H](O)[C@H](O)[C@H]1O	?	.	.
O=C(O)C1OC(O)C(O)C(O)C1O (stereo unspecified)	i	.	.
CC(/C=C/C(=O)NO)=C\[C@@H](C)C(=O)c1ccc(N(C)C)cc1	?	.	.
Nc1nc2c(c(=O)[nH]1)N=C(CNc1ccc(C(=O)NC(CCC(=O)O)C(=O)O)cc1)CN2 (stereo unspecified)	i	.	.
CCCCC[C@H](O)/C=C/[C@H]1[C@H](O)CC(=O)[C@@H]1C/C=C\CCCC(=O)O	?	.	.
COc1cc2c(C)c3c4c(cc(OC)c(OC)c4c2cc1OC)CCN3C	i	.	.
Cc1cc2c(OCC(CNC(C)(C)C)OC(=O)c3ccccc3)cccc2[nH]1 (stereo unspecified)	?	.	.
COc1ccc2c(c1OC)C(Cc1ccccc1)N1CCc3cc4c(cc3C1C2)OCO4 (stereo unspecified)	i	.	.
N[C@H](COP(=O)(O)O)C(=O)O	?	.	.
COc1ccc(/C=C/C(=O)c2cccs2)cc1OC	i	.	.
CCCCC[C@H](O)/C=C/[C@H]1C(=O)C[C@H](O)[C@@H]1C/C=C\CCCC(=O)O	i	.	.
Nc1ncnc2c1nc(Br)n2[C@H]1O[C@H]2COP(=O)(O)O[C@H]2[C@@H]1O	-88%[56.9 µM]	.	.
c1ccc(-c2csc(-c3nc4ccccc4[nH]3)n2)cc1	i	.	.
Cc1csc(-c2nc3ccccc3n2C)n1	i	.	.
CC(C)OC(=O)c1cc2c(OC[C@@H](O)CNC(C)(C)C)cccc2[nH]1	-107%[56.9 µM]	.	.
CCCCC/C=C\C/C=C\C/C=C\CC1OC1CCCC(=O)O (stereo unspecified)	38µM*	.	.
C[C@H]1[C@H]2CC[C@H]3C4CC=C5C[C@@H](N(C)C)CC[C@]5(C)C4CC[C@]23CN1C (stereo partly specified)	-68%[56.9 µM]	.	.
NC(=O)NCCC[C@H](N)C(=O)O	i	.	.
Cc1cccc(-c2cc(=O)c3cc(C)ccc3o2)c1	i	.	.
CNc1cc(OC)c(C(=O)N[C@@H]2CCN(Cc3ccccc3)[C@H]2C)cc1Cl	i	.	.
Cc1cc(C)c(NC(=O)C[C@H](CC(=O)O)c2cccc3ccccc23)c(C(=O)N2CCC3(CCCC3)CC2)c1	.	.	-3%
NC(=NCCC[C@H](N)C(=O)O)NO	.	.	2%
Cc1c(C)c2c(c(C)c1O)CCC(C)(CN1CCN(c3cc(N4CCCC4)nc(N4CCCC4)n3)CC1)O2 (stereo unspecified)	.	.	12%
CNC(=O)[C@H]1O[C@@H](n2cnc3c(N)ncnc32)[C@H](O)[C@H]1O	.	.	8%

Among those listed so far, these have two or more sulfur atoms:
SMILES	RGS4 inh	RXFP1 agonist	TrxR1 inh
CCSc1nnc(NC(=O)/C=C/c2ccc3c(c2)OCO3)s1	.	3.8%	.
Cn1c(=O)c2c3c(sc2n2c(SCc4ccc5c(c4)OCO5)nnc12)COC(C)(C)C3	.	0.1%	.
CCn1c(SCC(=O)Nc2nc3c(s2)CCCC3)nc2c1c(=O)n(C)c(=O)n2C	.	2.8%	.
CCC(=S)/C=C1\Sc2ccc3ccccc3c2N1CCCS(=O)(=O)O	.	-0.2%	.

Only part of the results is shown; rates above refer to the full screens.
